# Source: PubChem
# RAM network inh = blocks the yeast RAM network; inhibition, % at 50 µM; AID 868; S. cerevisiae dse1pr::URA3 reporter, 5-FOA growth OD615, 2 d; analog-sensitive cbk1-as2 kinase mutant strain; 190,000 tested, 1.8% active;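 active = inhibition above a set limit, 3 SD over mean compound inhibition, cut at about 8.4% in these data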;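 note: 0% = DMSO-only wells with no growth and 100% = 10 µM 1-NA-PP1 full growth; inhibition rescues growth on 5-FOA so higher OD means more RAM inhibition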
# ROMK primary = modulators of human ROMK potassium channel; P48048; Tet-inducible ROMK, thallium flux fluorescence; actives lie on both sides; B-score at 10 µM; 130,000 tested, 2% active; AID 1918;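 active = signal ratio slope over the read window, or its plate-corrected B-score, at least 3 SD from the plate mean, either direction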;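 note: B-score of the F/F0 ratio slope over 7 to 12 s after thallium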
# Target sequence (P48048 whole entry, looked up): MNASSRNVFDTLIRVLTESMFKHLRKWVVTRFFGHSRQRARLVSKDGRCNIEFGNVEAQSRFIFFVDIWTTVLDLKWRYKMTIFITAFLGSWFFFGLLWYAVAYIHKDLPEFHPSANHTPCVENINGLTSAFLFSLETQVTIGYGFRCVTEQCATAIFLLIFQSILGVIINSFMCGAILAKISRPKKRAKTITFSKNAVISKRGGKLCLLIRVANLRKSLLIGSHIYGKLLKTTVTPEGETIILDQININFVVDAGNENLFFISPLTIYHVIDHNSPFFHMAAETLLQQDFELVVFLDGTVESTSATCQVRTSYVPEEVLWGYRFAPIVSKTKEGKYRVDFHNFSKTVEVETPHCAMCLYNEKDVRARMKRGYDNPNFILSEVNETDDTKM
# PPARg SRC-2 ag = agonists of SRC-2 recruitment by human PPARgamma | PPARgamma LBD-SRC-2 recruitment, biochemical | activation, % at 8 µM | P37231 | 200,000 tested, 0.34% active | AID 1032; in the data active = activation above about 22%;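 note: 0% = vehicle and 100% = reference agonist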
# PPARg SRC-1 ag = agonists of human PPARgamma SRC-1 coactivator recruitment; AID 631; activation, % at 8 µM; PPARgamma-SRC-1 coactivator recruitment biochemical assay; 200,000 tested, 0.41% active; in the data active = activation above about 19%;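 note: 0% = DMSO and 100% = reference agonist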
# STAT1 blocker = reduces IFN-gamma driven STAT1 reporter signal. NIH 3T3 STAT1-luciferase reporter, luminescence. inhibition, % at 5.5 µM. 200,000 tested, 0.35% active. AID 920;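 active = inhibition above a set limit, the mean inhibition across all tested compounds plus 3 SD, cut at about 34% in these data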;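 note: 0% = IFN-gamma with DMSO and 100% = IFN-gamma with 300 µM nifuroxazide; values of inactives mirror those of a sister screen read the other way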
# SRC2 TRFRET art = flags TR-FRET format artefacts in PPARgamma SRC-2 recruitment agonist screen. TR-FRET artefact counter-screen; hits give high values. TR-FRET ratio at 8 µM. 200,000 tested, 0.4% active. AID 1049; in the data active = TR-FRET ratio above about 2000; note: inactives centre near 1500
# PPARg SRC3 recr = agonists of human PPARgamma SRC-3 coactivator recruitment | biochemical PPARgamma/SRC-3 coactivator recruitment assay | P37231 | activation, % at 8 µM | 200,000 tested, 0.26% active; in the data active = activation above about 23%;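 note: 0% = DMSO and 100% = reference agonist; some compounds past the cut are filed as inactive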
# TLR4 MyD88 comp = TLR4-MyD88 interaction inhibition in cells; O00206+Q99836; AID 861; inhibition, % at 8.4 µM; 200,000 tested, 0.18% active; HeLa CL3-4 TLR4/MyD88 BLA complementation, FRET ratio; in the data active = inhibition above about 25%;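 note: 0% = vehicle and 100% = reference inhibitor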
# STAT3 activator = STAT3 signaling activation; U3A cells, IL-6 STAT3-luciferase reporter, luminescence; 100% = signal with IL-6 EC80 alone; activation (% of control), % at 5.6 µM; 190,000 tested, 0.91% active;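 active = activation above the screen-wide mean of compound activation plus 3 SD, cut at about 130% in these data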;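 note: 0% = background luminescence of wells with medium and substrate only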
#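 Assay system – human STAT1-deficient U3A cells with stable STAT3-luciferase reporter · Also added – IL-6 (33 ng/mL) · Schedule – compound 1 h, then IL-6 6 h at 37 °C · Technique – reporter luminescence signal · Evaluation – % activation versus median of IL-6-stimulated wells · Benchmarks – IL-6-only wells as 100% reference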
# STAT3 inh = reduces IL-6 driven STAT3 reporter signal; U3A cells, IL-6 STAT3-luciferase reporter, luminescence; host cell line lacks STAT1; inhibition, % at 5.5 µM; 190,000 tested, 0.89% active;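 active = inhibition above the mean inhibition across all screened compounds plus 3 SD, cut at about 44% in these data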;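 note: 0% = DMSO only wells and 100% = 100 µM nifuroxazide control wells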
# S1P3 antagonist = antagonists of human S1P3 receptor | Q99500 | CHO S1P3 NFAT-BLA reporter, FRET fluorescence, antagonist mode | inhibition, % at 4.98 µM | 170,000 tested, 0.27% active | AID 485;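 active = inhibition above the plate cutoff, the mean inhibition of test wells on that plate plus 3 SD, cut at about 28% in these data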;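 note: cells challenged with S1P at its EC80 of 0.8 µM; blue over green emission ratio from cleaved BLA substrate after 4 h stimulation; 0% = S1P-stimulated wells and 100% = unstimulated DMSO-only wells; some compounds past the cut are filed as inactive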
# Target sequence (Q99500 whole entry, looked up): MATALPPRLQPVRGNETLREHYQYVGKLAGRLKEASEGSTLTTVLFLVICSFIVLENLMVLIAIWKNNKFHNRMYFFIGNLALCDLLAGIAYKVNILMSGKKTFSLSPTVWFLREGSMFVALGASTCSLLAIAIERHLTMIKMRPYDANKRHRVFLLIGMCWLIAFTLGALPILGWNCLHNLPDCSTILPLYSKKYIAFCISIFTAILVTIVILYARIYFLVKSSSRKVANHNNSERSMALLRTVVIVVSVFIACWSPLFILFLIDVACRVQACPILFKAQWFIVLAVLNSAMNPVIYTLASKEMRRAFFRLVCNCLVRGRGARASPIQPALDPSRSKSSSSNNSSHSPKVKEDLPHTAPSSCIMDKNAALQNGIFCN
# * = called active by the depositor; · = no result given. Rows were taken by chance; about 5.6% have a hit in one of these screens.
# The first two entries as a preview:
SMILES,RAM network inh,ROMK primary,PPARg SRC-2 ag,PPARg SRC-1 ag,STAT1 blocker,SRC2 TRFRET art,PPARg SRC3 recr,TLR4 MyD88 comp,STAT3 activator,STAT3 inh,S1P3 antagonist
Cc1cccc(N2CCN(C(=O)c3ccc(Cl)c(S(=O)(=O)N4CCc5ccccc5C4)c3)CC2)c1C,2.7,·,1,0,-7,1396,-2,1,112,-14,0
Cc1cccc2cc(CN(Cc3ccccc3)C(=O)N3CCOCC3)c3nnnn3c12,·,-0.82,6,4,-1,1447,8,-1,99,3,·

# The whole of this part, from the first entry:
SMILES,RAM network inh,ROMK primary,PPARg SRC-2 ag,PPARg SRC-1 ag,STAT1 blocker,SRC2 TRFRET art,PPARg SRC3 recr,TLR4 MyD88 comp,STAT3 activator,STAT3 inh,S1P3 antagonist
Cc1cccc(N2CCN(C(=O)c3ccc(Cl)c(S(=O)(=O)N4CCc5ccccc5C4)c3)CC2)c1C,2.7,·,1,0,-7,1396,-2,1,112,-14,0
Cc1cccc2cc(CN(Cc3ccccc3)C(=O)N3CCOCC3)c3nnnn3c12,·,-0.82,6,4,-1,1447,8,-1,99,3,·
CC(=O)Nc1ccc(S(=O)(=O)N2CCC(=O)Nc3ccccc32)cc1,0.5,-0.081,7,6,-5,1616,0,-9,90,17,3
CS(=O)(=O)N(CC(=O)Nc1ccccc1C(=O)N1CCCC1)c1cccc([N+](=O)[O-])c1,0.4,-0.82,-2,6,0,1537,2,4,95,6,-21
CNC(=O)CSCCn1c(SCC(=O)NC)nc2ccccc2c1=O,3.0,·,4,-2,-1,1494,-2,8,103,7,-22
COc1ccc(N2CCN(C(=O)CSc3nnc4c(C)cc5ccc(C)c(C)c5n34)CC2)cc1,0.1,·,2,9,1,1527,-5,-2,102,8,·
Cn1cc(Br)c(C(=O)Nc2ncc(Br)s2)n1,2.9,-0.46,-6,-1,-33,1537,1,-9,96,15,-9
CCOC(=O)c1sc(=NC(=O)c2ccc(C)cc2)n(C)c1C,3.9,-0.62,9,-3,-42,1440,-1,-15,145*,-46,-14
COc1ccc(NCc2ccc(OC)c(OC)c2)cc1,1.5,0.013,-8,3,0,1631,2,5,105,-2,-9
OC[C@@H](O)C1OC2NC(=S)OC2C1O (stereo partly specified),2.2,·,0,-1,0,1733,1,19,94,10,-18
CCN1CCc2c(sc(NC(=O)Nc3ccc(Cl)c(Cl)c3)c2C(N)=O)C1,-0.8,·,6,6,0,1586,7,35*,97,6,29*
CC(C)OCCCNC(=O)c1ccc(Br)cc1,0.4,·,-5,-1,-17,1482,-3,-7,109,-5,·
Cc1ccc(-c2nnc(SCC(=O)NNC(=O)COc3ccccc3C)n2C)cc1,2.1,0.031,-1,-4,-9,1391,0,1,94,9,14
CCOC(=O)c1c(C)[nH]c(C(=O)OCC(=O)Nc2ccc(OCC)cc2)c1C,3.7,0.44,-7,-3,-4,1447,-2,14,97,9,·
Cc1cc(C)nc(N2CCCC(C(=O)Nc3nnc(C)s3)C2)n1 (stereo unspecified),0.1,·,2,-2,1,1679,6,-4,98,8,-11
CCOC(=O)c1ccc(S(=O)(=O)NCCN2CCOCC2)cc1,1.8,-1.3,3,9,4,1916,3,-15,99,3,-9
O=C(NCc1nc2ccccc2[nH]1)C1=C[C@@H](c2ccccc2)C[C@@H](OCc2ccc(CO)cc2)O1,0.4,·,9,5,-5,1618,3,-10,·,·,-7
CC(C)c1ccc(/C=C/C(=O)Nc2nncs2)cc1,1.7,0.44,8,-2,-47,1652,4,-4,85,18,-28
O=[N+]([O-])c1ccc(N2CCN(S(=O)(=O)c3ccccc3[N+](=O)[O-])CC2)cc1N1CCc2ccccc2C1,4.3,·,0,5,-6,1662,1,15,103,-4,-12
Cc1ccc(-n2c(O)c(C=NC3CCS(=O)(=O)C3)c3ccccc3c2=O)cc1C (stereo unspecified),4.0,-0.57,8,4,7,1728,6,0,94,7,·
CCOc1ccccc1C(=O)NCC(=O)OCC(=O)NCCc1ccc(S(N)(=O)=O)cc1,1.1,-2.8*,0,9,-6,1417,-3,6,98,9,·
CCN1CCc2c(OCC(=O)N3CCCc4ccccc43)cccc2C1=O,-0.9,-0.42,-1,-2,7,1365,-6,-8,106,-5,9
Cc1ccc(C)c(NS(=O)(=O)c2cc(C(=O)NCCC3=CCCCC3)ccc2C)c1,0.8,·,0,11,-3,1597,7,1,111,-2,·
O=C(c1ccc([N+](=O)[O-])cc1)N1CCN(Cc2ccccc2)CC1,-0.1,0.65,-5,4,-10,1581,1,5,104,-6,-12
CCOC(=O)C1CCN(Cc2ccc(OC)cc2OC)CC1,2.1,·,10,-4,-6,1353,-2,-1,100,6,·
O=C(NC1CCCCCC1)c1ccc(OCC2CCCO2)cc1 (stereo unspecified),2.8,-0.67,10,14,-22,1573,-3,9,97,8,-1
Cc1oc(C)c2c(=O)ccc3c(c12)OC(N)=C(C#N)C3c1ccccc1 (stereo unspecified),0.7,-0.84,0,4,-3,1569,-2,0,104,-2,-16
CN(Cc1ccccc1)S(=O)(=O)c1ccc(Cl)c(C(=O)NCCc2ccccn2)c1,-0.1,0.53,15,8,5,1570,2,-3,111,-13,-12
COC(=O)c1ccc2c(c1)C(C)(C)C(/C=C/c1ccc(O)cc1)=[N+]2C,0.8,·,4,-3,-23,1359,-4,-5,67,41,·
Cc1ccccc1-n1c(Cn2c(=O)sc3ccccc32)nnc1SC(C)C,1.5,·,3,1,-2,1612,0,-7,109,-11,-21
COC(=O)CCCSc1nccn1-c1ccccc1,1.0,0.55,3,6,9,1529,0,5,105,-5,-12
NC(=O)CSc1nc(C23CC4CC(CC(C4)C2)C3)nc2ccccc12,-0.4,-1.8,7,6,-18,1543,1,7,109,2,-14
C/C(=N\Nc1ccc(F)cc1F)c1ccc(F)cc1,-0.7,·,-2,8,-14,1524,-4,13,86,20,·
CCOC(=O)C1(Cc2ccc(OC)cc2)CCN(C(=O)CCN2CCCC2=O)CC1,0.5,-0.34,2,5,-15,1635,-1,-12,103,1,-12
CCOC(=O)C1=C(COC(=O)C2(C)CC2(Cl)Cl)NC(=O)NC1c1ccccc1 (stereo unspecified),2.4,-0.95,-1,12,5,1640,3,-10,101,0,-8
CC(C)(C)c1cc(NC(=O)c2cccc([N+](=O)[O-])c2)no1,1.4,·,-3,-5,-24,1175,-2,-4,90,12,-8
CCCCNC(=O)CCn1c(=O)c2ccccc2n(CC(=O)N2CC(C)CC(C)C2)c1=O (stereo unspecified),1.8,·,-2,7,4,1477,-8,6,100,6,-44
CSc1cnc2c(N)nc(N(C)C)nc2n1,1.2,1.4,11,-2,5,1618,7,5,100,-2,-19
O=C(c1csc2c1CCCC2)N1CCCCC1,2.2,·,-2,11,3,1405,-2,-5,98,8,7
Cc1ccc(S(=O)(=O)N(CC(=O)O)Cc2ccccc2)cc1,-0.8,0.35,3,3,5,1602,8,-9,96,7,·
COc1ccc(NC(=S)Nc2nc(CC(=O)Nc3ccccc3OC)cs2)cc1,4.4,0.37,-3,-2,3,1319,-7,10,99,8,·
COc1cc(CNCc2c[nH]c3ccccc23)cc(OC)c1,0.2,-3.4,0,1,11,1771,-5,9,95,10,-2
COc1cc2[nH]c3c(=O)n(CCN4CCCCC4)cnc3c2cc1OC,0.5,·,1,0,-1,1590,2,-6,103,0,-4
O=[N+]([O-])c1ccccc1Nc1ccc(O)cc1,-0.1,-0.71,-1,-1,-5,1489,3,-4,104,3,-5
Cc1ccc(NC(=O)CN(C)S(=O)(=O)c2cnc[nH]2)cc1C,0.3,0.6,-3,10,0,1507,-11,10,104,0,-18
COc1ccc(-c2nc(CN3CCC(c4ccccc4)CC3)c(C)o2)cc1OC,1.0,-3,0,-4,1,1489,-1,-9,110,-10,-3
Cc1cccc(OCc2n(CC(=O)OC3CC(C)CCC3C(C)C)c3ccccc3[n+]2C)c1 (stereo unspecified),-1.2,-6.2*,-2,2,5,1733,-2,11,102,-2,-14
Cc1cccc(C)c1NC(=S)NCc1ccccc1,-0.4,·,-2,2,2,1639,-5,10,104,-4,13
Nc1nc(SCC(=O)NCc2ccccc2)[nH]c(=O)c1NC(=O)c1ccccc1F,4.8,-0.28,-4,0,-6,1395,2,-11,99,-2,-12
Cc1ccc(N2C(=O)C3C4C=CC(C4)C3C2=O)cc1 (stereo unspecified),0.6,·,2,0,2,1409,-2,-10,98,7,8
O=C(CCCc1nc2ccccc2s1)NC1CCOC1=O (stereo unspecified),2.2,0.37,-3,4,3,1406,-2,13,113,-14,-1
O=S1(=O)CC(O)C(Nc2ccccc2Cl)C1 (stereo unspecified),1.2,1,5,2,6,1661,1,1,103,1,-8
CC(C)Cc1cc(C(=O)N2CCC(N3CCC(C(=O)N4CCOCC4)CC3)CC2)n[nH]1,0.0,0.15,5,4,9,1564,-2,-1,99,7,-6
CCCc1cc(C(=O)Nc2c(C)n(C)n(-c3ccccc3)c2=O)no1,2.4,·,1,4,6,1735,-2,0,101,3,·
O=C(Nc1ccccc1)N(Cc1cccnc1)Cc1ccco1,1.5,·,1,-6,0,1622,5,-8,98,4,-49
COc1ccc(N(C)C(=O)c2ccc3c(c2)nnn3C)cc1,-0.6,·,-9,5,0,1592,-1,7,93,12,-5
Cc1ccccc1-c1nnn(CC(=O)NCc2ccc3c(c2)OCO3)n1,2.2,·,1,-10,3,1429,5,4,107,-3,-29
CCOC(=O)c1ccc(CNC(=O)CSc2nnc(-c3ccncc3)o2)cc1,1.8,-0.097,5,3,9,1478,4,-7,97,2,0
CCOC(=O)C(O)(C1C(=O)CC(C)(C)CC1=O)C(F)(F)F (stereo unspecified),0.7,0.33,1,3,11,1532,12,14,105,2,·
COc1ccc(CCNc2nc(=S)[nH]c3cc(OC)c(OC)cc23)cc1OC,2.6,0.43,8,10,17,1834,8,-3,77,30,-5
# (listing goes on)
SMILES,RAM network inh,ROMK primary,PPARg SRC-2 ag,PPARg SRC-1 ag,STAT1 blocker,SRC2 TRFRET art,PPARg SRC3 recr,TLR4 MyD88 comp,STAT3 activator,STAT3 inh,S1P3 antagonist
CC(=O)Nc1c(C(=O)c2ccc(F)cc2)oc2ccccc12,5.2,·,6,-6,-1,1430,-12,3,88,18,·
Cc1nnc(SCC(=O)N2CCN(Cc3ccccc3)CC2)s1,-0.2,·,3,0,-3,1565,-6,-8,102,3,-6
COC(=O)C1C(=O)C2=C(CC1C)NC(C)=C(C(=O)OC(C)C)C2c1ccc(C)o1 (stereo unspecified),-0.4,-0.076,2,2,7,1356,-2,-4,107,-2,·
Cc1c(C(=O)Nc2ccc(C(=O)O)cc2)cnn1C,-0.5,0.13,8,4,5,1630,10,2,103,-1,3
COC(=O)C1NN=C(C(=O)c2ccc(Cl)cc2)C1c1ccc(OC)cc1 (stereo unspecified),1.7,-1,15,4,2,1608,3,-13,99,-1,13
